Vif imaging: HIV Vif self-association inhibitors, primary screen, imaging, HEK293T, single point. HEK293T cells, Vif self-association by quenched fluorescence, 24 h. inhibition, % at 7.49 µM. hit rate 0.35% among 340,000; in the data active = inhibition above about 50%, passing the limit was not always enough; inconclusive = no clear call, values can overlap the other calls; inactive = below about 31%; note: some results filed as inactive read as strong as hits
NR5A2 inv ag: LRH-1 (NR5A2) inverse agonists, primary screen, cell-based, luminescence, HEK293T, StAR-luciferase reporter; Nuclear receptor subfamily 5 group A member 2 (Homo sapiens), O00482; LRH-1 transfected, 24 h; inhibition, % at 3.6 µM; hit rate 0.13% among 360,000; AID 602396, 2012;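 active = inhibition above the mean inhibition of all tested compounds plus 3 SD, cut at about 73% in these data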;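 note: 0% = DMSO wells and 100% = reporter-only cells lacking LRH-1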
SRC1 inh: SRC1 coactivator transcriptional activity inhibitors, primary screen, cell-based, luminescence. Nuclear receptor coactivator 1 (Homo sapiens), Q15788. HEK293 GAL4-SRC1 luciferase reporter. inhibition, % at 3.6 µM. hit rate 0.12% among 360,000;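 active = inhibition above the campaign mean plus 3 SD, with each screening campaign given its own cutoff, cut at about 60% in these data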;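 note: 0% = DMSO treated cells and 100% = gossypol at 36 µM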
C8 TRAIL sens: viability loss with TRAIL in NB7+C8 cells, primary screen, TRAIL sensitizer project, cell-based, ATPlite luminescence; AID 624354, 2012; inhibition (viability loss, TRAIL sensitization), % at 10 µM; hit rate 1% among 360,000;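 active = compounds causing at least 50% loss of cell viability in the single-dose screen, relative to plate controls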
TROY signal inh: inhibitors of TROY-driven NF-kB signaling, primary screen, Q293 LMP1-TROYcd cells, NF-kB luciferase, uHTS | Q293 LMP1-TROYcd NF-kB luciferase reporter, 4 h | inhibition, % at 10 µM | hit rate 0.98% among 360,000 | AID 1347056, 2019;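 active = compounds whose plate-normalised and pattern-corrected inhibition of the luciferase reporter signal at the single screening dose is 50% or more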
SRC2 inh: inhibition of GAL4-SRC2 driven luciferase reporter, primary screen, SRC2 inhibitor project, cell-based, luminescence. Nuclear receptor coactivator 2 (Homo sapiens), Q15596. HEK293 GAL4-SRC2 luciferase reporter. inhibition, % at 9 µM. hit rate 0.17% among 370,000. AID 651957, 2012;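 active = inhibition above the mean inhibition of all tested compounds plus 3 SD, set per campaign, cut at about 52% in these data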;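 note: 0% = DMSO treated cells and 100% = cells given Gossypol at 36 µM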
COUP-TFII inh: NR2F2 transcriptional activity inhibitors, primary screen, cell-based, luciferase reporter, HEK293T, luminescence | HEK293T NGFI-A luciferase reporter | inhibition, % at 8.6 µM | hit rate 0.7% among 370,000 | AID 686940, 2013;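 active = inhibition above a per-plate cutoff, mean inhibition of test wells between control levels plus 3 SD, cut at about 38% in these data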;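 note: cells cotransfected with COUP-TFII expression vector driving the NGFI-A reporter; 0% = median of COUP-TF2 test wells and 100% = reporter-only cells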
NCOA3 inh: SRC3 coactivator transcriptional activity inhibitors, primary screen, cell-based, luminescence | Nuclear receptor coactivator 3 (Homo sapiens), Q9Y6Q9 | HEK293 GAL4-SRC3 luciferase reporter | inhibition, % at 3.6 µM | hit rate 0.17% among 360,000 | AID 588352, 2011;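 active = inhibition above a per-campaign cutoff, the mean of all compounds plus 3 SD, cut at about 60% in these data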;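 note: 0% = DMSO-treated cells and 100% = gossypol-treated cells at 36 µM; higher means less SRC3-driven luciferase light from the GAL4 reporter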
NOD2 RIPK2 PPI: NOD2-RIPK2 binding disruptors in cells, primary screen, fluorescence, CHO cells, BLA complementation. hit rate 0.38% among 360,000. CCF4 ratio. Receptor-interacting serine/threonine-protein kinase 2 (Homo sapiens), O43353. inhibition, % at 4.98 µM; in the data active = inhibition above about 21%;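 note: 0% = vehicle only and 100% = reference blocker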
TLR9-MyD88 block: inhibitors of TLR9-MyD88 association in cells, primary screen, cell-based, CHO, BLA complementation, fluorescence; inhibition, % at 4.98 µM; hit rate 0.21% among 340,000; Toll-like receptor 9 (Homo sapiens) + Myeloid differentiation primary response protein …; CCF4 FRET ratio;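 active = inhibition above the mean over all tested compounds plus 3 SD, cut at about 21% in these data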;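 note: 0% = DMSO only wells and 100% = clavulanate BLA inhibitor control wells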
Target sequence (Q99836 whole entry, looked up): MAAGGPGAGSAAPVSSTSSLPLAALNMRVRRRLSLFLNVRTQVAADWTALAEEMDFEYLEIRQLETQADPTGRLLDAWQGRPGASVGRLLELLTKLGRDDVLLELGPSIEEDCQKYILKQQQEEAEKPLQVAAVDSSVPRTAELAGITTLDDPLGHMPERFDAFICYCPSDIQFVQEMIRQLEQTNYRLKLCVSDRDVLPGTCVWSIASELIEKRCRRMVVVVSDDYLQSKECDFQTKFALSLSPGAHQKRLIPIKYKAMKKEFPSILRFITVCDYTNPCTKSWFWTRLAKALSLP
Target sequence (Q9NR96 whole entry, looked up): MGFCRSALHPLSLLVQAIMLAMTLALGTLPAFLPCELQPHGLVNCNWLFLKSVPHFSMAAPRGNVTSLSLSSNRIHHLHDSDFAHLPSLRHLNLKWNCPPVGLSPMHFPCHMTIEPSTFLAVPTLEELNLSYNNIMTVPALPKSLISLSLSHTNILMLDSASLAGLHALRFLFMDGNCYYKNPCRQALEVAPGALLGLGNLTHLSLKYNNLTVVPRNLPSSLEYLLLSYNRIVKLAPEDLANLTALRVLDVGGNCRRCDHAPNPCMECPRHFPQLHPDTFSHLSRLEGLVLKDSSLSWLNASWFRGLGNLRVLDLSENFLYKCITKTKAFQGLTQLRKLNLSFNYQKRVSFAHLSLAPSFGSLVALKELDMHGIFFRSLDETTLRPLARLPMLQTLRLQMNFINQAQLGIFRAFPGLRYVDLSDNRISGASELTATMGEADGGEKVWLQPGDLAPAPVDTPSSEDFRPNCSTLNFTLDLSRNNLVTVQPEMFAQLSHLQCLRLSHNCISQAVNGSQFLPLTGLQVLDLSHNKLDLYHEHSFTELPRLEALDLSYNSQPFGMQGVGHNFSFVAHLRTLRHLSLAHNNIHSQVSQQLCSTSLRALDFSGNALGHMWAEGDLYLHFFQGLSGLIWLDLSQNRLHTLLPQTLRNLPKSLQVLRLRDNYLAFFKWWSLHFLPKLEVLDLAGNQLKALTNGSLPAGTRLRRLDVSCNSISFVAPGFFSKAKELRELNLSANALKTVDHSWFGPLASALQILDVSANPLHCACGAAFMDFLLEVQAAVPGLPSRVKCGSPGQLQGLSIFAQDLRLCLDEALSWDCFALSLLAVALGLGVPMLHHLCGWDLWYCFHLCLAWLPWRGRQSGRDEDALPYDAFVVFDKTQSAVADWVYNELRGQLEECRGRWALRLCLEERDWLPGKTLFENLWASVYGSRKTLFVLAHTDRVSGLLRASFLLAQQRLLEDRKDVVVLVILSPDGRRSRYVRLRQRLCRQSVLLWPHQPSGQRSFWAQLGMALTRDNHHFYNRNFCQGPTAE
LMP1 NFkB inh: EBV LMP1-driven NF-kappaB luciferase reporter inhibitors, primary screen, cell-based, luminescence, single point | LMP1-induced NF-kappaB luciferase reporter cells | inhibition, % at 12.5 µM | hit rate 0.69% among 350,000; in the data active = inhibition above about 41%; inconclusive = no clear call, values can overlap the other calls;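 note: 0% = neutral control wells and 100% = reference inhibitor control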
* = called active by the depositor; u = inconclusive; x = not tested or not shown.

Fields: LMP1 NFkB inh, TROY signal inh, C8 TRAIL sens, TLR9-MyD88 block, NCOA3 inh, NR5A2 inv ag, Vif imaging, COUP-TFII inh, SRC2 inh, NOD2 RIPK2 PPI, SRC1 inh
O=C(COC(=O)[C@@H]1CCCN1C(=O)c1cccs1)Nc1cccc([N+](=O)[O-])c1
  0, 12, 2, 6, 15, -6, 10, 4, 14, -7, -28
CCCOC(=O)C1=C(C)N(C)C(=O)NC1c1cc2c(cc1[N+](=O)[O-])OCO2 (stereo not drawn)
  -9, -3, 3, -3, -3, -4, -5, -4, -23, -9, -37
COc1ccc(S(=O)(=O)N2CCCCCC2)cc1NC(=O)CN1C(=O)CNC1=O
  0, 8, -4, 5, -4, 5, 5, -6, 9, 7, -31
CCn1cc(C(=O)NCCCOC(C)C)c(=O)c2cc(S(=O)(=O)N3CCC(C)CC3)ccc21
  -5, -7, -13, 1, -2, -14, 6, 9, 25, -11, 5
CCOC(=O)c1c(NC(=O)c2cc3n(n2)C(C(F)(F)F)CC(c2cccs2)N3)sc(C)c1C (stereo not drawn)
  -105, 6, 26, -10, 8, 10, 0, -10, 2, 7, 9
CCCCNC(=O)C1CCN(Cc2ccc(OCc3ccccc3)c(OC)c2)CC1
  -22, -36, 2, -5, -50, -54, 16, -27, -50, -9, -70
Cc1ccc(N2CC(NC(=O)C(=O)c3c[nH]c4ccccc34)CC2=O)cc1C (stereo not drawn)
  9, 6, 11, 5, -39, 9, -5, 18, 4, -8, -9
O=C(C[C@@H]1C[C@@H]2c3cc(NC(=O)C4CCC4)ccc3O[C@@H]2[C@@H](CO)O1)NCc1ccc(Cl)cc1
  4, -3, -1, 0, -4, 10, 5, 15, 6, -5, 1
CCOc1ccc(-c2c(C(=O)N/N=C/c3c[nH]c4ccccc34)nnn2-c2nonc2N)cc1
  -13, 6, 12, -6, 0, 19, -3, -11, 19, 4, -8
Cc1ccc(C(=O)COC(=O)CCc2ccc(S(=O)(=O)N3CCCCC3)cc2)cc1
  1, 13, -10, 1, 21, 22, 4, 5, -16, -13, 1
Cc1ccc(C(C(=O)NC(C)(C)C)N(Cc2ccc3c(c2)OCO3)C(=O)c2ccc(CN3CCOCC3)o2)o1 (stereo not drawn)
  9, 2, -4, -2, 5, -8, -3, 20, 7, -10, -70
Cc1ccnc(SCC(=O)N2CCN(c3ccccc3)CC2)n1
  0, 9, -4, 8, 12, 0, -16, 9, -18, -4, 16
CC(C)Sc1nc2ccccc2c(=O)[nH]1
  -5, -11, -5, 5, 4, 8, -12, 3, -9, 6, 6
COc1ccc(C(=O)Nc2cc(OC)c(Cl)cc2OC)cc1
  -17, -10, 7, 12, -9, -1, 3, -9, 4, 5, -26
Cc1cccc(CNS(=O)(=O)c2csc(C(N)=O)c2)c1
  -1, 12, -4, -5, 1, 22, 11, 2, 11, 1, -23
COC(=O)C1(C(F)(F)F)N=C2Sc3ccccc3N2C(N2CCOCC2)=N1 (stereo not drawn)
  3, -6, -8, -1, 10, -21, x, -13, -1, 2, 23
Cc1cc(C)n(-c2nc(SCC(=O)N3CCCC3)c3c4c(sc3n2)CCCC4)n1
  1, 4, 18, -1, -7, 5, 10, 4, 6, -8, -5
O=C(c1cccn2c(=O)c3ccccc3nc12)N1CCN(c2ccccn2)CC1
  -6, 8, -22, -24, 2, 3, x, 0, 13, -2, -8
CN(C)Cc1c(O)c(Cl)cc2c3c(c(=O)oc12)CCCC3
  5, -5, -5, 1, 8, -3, u, 3, -3, -2, 7
O=C(NCCOc1ccccc1)c1cccc2c1C(=O)c1ccc(Cl)cc1S2(=O)=O
  0, 3, 55*, 0, -11, -6, -2, -5, -8, 14, -18
O=C(NC1=NCCS1)c1sc2ccccc2c1Cl
  -29, -41, 35, -5, -93, -154, -1, -86, -53, -3, -114
CCOC(=O)c1cc(OC(C)=O)c2ccc(OC)c(OC)c2c1
  10, -28, -8, 8, 5, -45, 1, -4, -5, -4, -22
CN1OC[C@@H]2CN(S(=O)(=O)c3ccccc3)[C@H](c3ccccc3Br)C[C@@H]21
  x, 2, -17, x, -5, -19, 1, -6, -6, 33*, 5
N#Cc1cc(C(=O)c2cc(Br)ccc2O)cn(C2CC2)c1=O
  -5, -4, -6, -7, 1, 1, -1, -5, -24, 5, -4
COc1ccc2nc3oc(C(=O)N4CCN(c5cccc(Cl)c5)CC4)cc3cc2c1
  2, 16, -7, 5, 17, 19, x, -12, -28, -2, -3
C/C(=N/NC(=O)CNC(=O)c1ccco1)c1ccc(Cl)cc1
  6, -3, -4, -13, 12, 0, -4, -6, -8, -3, 12
Cc1cc(O)cc(O)c1C(=O)Cc1cscn1
  2, -10, -4, -2, 22, 20, -2, -4, 4, -3, -5
O=C(NC(=O)c1cccc(F)c1)OC[C@@H]1CCCN2CCCC[C@H]12
  8, -15, 0, -2, 18, -4, 14, -3, 15, -1, -4
CSc1ccc(NC(=O)NN(c2ccccc2)C2CCS(=O)(=O)C2)cc1 (stereo not drawn)
  0, -22, -17, 3, -9, 22, -8, -22, 1, -9, -1
CCCCN(Cc1cc2cc(OC)ccc2[nH]c1=O)C(=O)c1ccccn1
  -1, -4, 10, -9, 1, 10, 0, -6, -21, -5, -4
Cc1n[nH]c(=S)n(NC(=O)CC(=O)Nn2c(=S)[nH]nc(C)c2=O)c1=O
  -4, -11, -2, 7, 15, -1, -4, 1, -22, -10, 4
COc1ccccc1-c1nc(C#N)c(N2CCC(C(N)=O)CC2)o1
  -5, -2, -1, 6, 13, -8, 3, -5, 11, 5, -35
Cc1nn(C)c(-c2n[nH]c(=S)n2Cc2ccco2)c1Cl
  9, -6, 7, 1, -6, 17, 3, 7, 29, -20, -1
CCOc1ccc(Br)cc1S(=O)(=O)N1CCSC1
  11, -16, -9, -5, 11, 3, 3, 0, 28, 0, -14
O=C(COc1cccnc1[N+](=O)[O-])Nc1c(Cl)cccc1Cl
  -14, -10, 7, 5, -12, -10, 24, -2, -4, -13, 7
CCC(C)NC(=O)c1cc(-c2cccs2)nc2ccccc12 (stereo not drawn)
  0, -14, -12, 10, 15, 27, 2, -7, 1, -7, -16
CCN1CCc2c(OCc3ccc(C(=O)OC)o3)cccc2C1=O
  10, 1, 4, 5, 4, -7, -6, -3, -1, -1, -12
CCS(=O)(=O)N1Cc2ccccc2CC1C(=O)NCCc1ccccc1 (stereo not drawn)
  1, -41, -9, -10, -19, -4, -10, -3, -20, -13, -4
COc1cc(C2=NOC(C(=O)NCc3cccnc3)C2)cc(OC)c1OC (stereo not drawn)
  -25, -1, 16, -6, 6, 2, 11, 10, 1, 0, -8
COc1ccc(NC(=O)n2nc(OC(=O)c3cccs3)cc2N)cc1
  -10, -62, -9, 6, -76, -110, 1, -62, -37, -5, -43
Cc1ccc(S(=O)(=O)NCC(=O)OCc2nnc(-c3ccccc3)o2)cc1
  1, 1, -52, 0, 7, 1, 3, -16, -9, -2, -2
Cc1[nH]ccc(=O)c1OCc1ccccc1
  -5, 3, 7, 8, 3, 3, 12, 3, -1, 7, -21
FC(F)(F)Oc1ccccc1C(c1nnnn1C1CCCC1)N1CCN(C/C=C/c2ccccc2)CC1 (stereo not drawn)
  x, 15, 0, x, -2, 18, -3, 9, -21, -6, 2
O=c1cc(-c2ccccc2)nc2n1Cc1ccccc1-2
  -3, -8, 8, 6, -12, -3, 1, -6, -11, -2, -25
O=C(CN1CCN(C(=O)c2ccccc2)CC1)Nc1ccccc1
  1, -13, 5, 3, -1, 4, -8, 14, 3, -17, 3
CCOC(=O)c1[nH]c(C)c(/C(O)=C2\C(=O)C(=O)N(CCCn3ccnc3)C2c2ccncc2)c1C (stereo not drawn)
  -2, -11, 16, 5, 5, -10, x, 2, -9, -7, -17
O=C(COC(=O)CCOc1ccccc1)Nc1cc(S(=O)(=O)N2CCCCC2)ccc1Cl
  0, 7, -21, 1, 21, 6, 2, -6, 6, -10, -10
C=CCn1c(SCC(=O)Nc2ccc(F)cc2)nc2cc(C(=O)O)ccc2c1=O
  3, 5, -13, 5, 0, 8, 5, 14, -16, -8, 4

Filtered by structure: those above with a thiophene ring, fused or not
Fields: LMP1 NFkB inh, TROY signal inh, C8 TRAIL sens, TLR9-MyD88 block, NCOA3 inh, NR5A2 inv ag, Vif imaging, COUP-TFII inh, SRC2 inh, NOD2 RIPK2 PPI, SRC1 inh
O=C(COC(=O)[C@@H]1CCCN1C(=O)c1cccs1)Nc1cccc([N+](=O)[O-])c1
  0, 12, 2, 6, 15, -6, 10, 4, 14, -7, -28
CCOC(=O)c1c(NC(=O)c2cc3n(n2)C(C(F)(F)F)CC(c2cccs2)N3)sc(C)c1C (stereo not drawn)
  -105, 6, 26, -10, 8, 10, 0, -10, 2, 7, 9
Cc1cccc(CNS(=O)(=O)c2csc(C(N)=O)c2)c1
  -1, 12, -4, -5, 1, 22, 11, 2, 11, 1, -23
Cc1cc(C)n(-c2nc(SCC(=O)N3CCCC3)c3c4c(sc3n2)CCCC4)n1
  1, 4, 18, -1, -7, 5, 10, 4, 6, -8, -5
O=C(NC1=NCCS1)c1sc2ccccc2c1Cl
  -29, -41, 35, -5, -93, -154, -1, -86, -53, -3, -114
CCC(C)NC(=O)c1cc(-c2cccs2)nc2ccccc12 (stereo not drawn)
  0, -14, -12, 10, 15, 27, 2, -7, 1, -7, -16
COc1ccc(NC(=O)n2nc(OC(=O)c3cccs3)cc2N)cc1
  -10, -62, -9, 6, -76, -110, 1, -62, -37, -5, -43

Bioassay records: PubChem, several laboratories

These rows are one share of the data. The share of hits here may be higher or lower than overall.
